From PubChem BioAssay
Growth percent in the NCI-60 one-dose screen (48 h, 10 µM unless noted): 100 = growth as untreated, 0 = no growth, -100 = all killed.
786-0 = 786-0 renal cancer cells. 5.1% of 81,000 active
UO-31 = UO-31 renal cancer | 5.2% of 81,000 active | AID 1794768
PC-3 = PC-3 prostate cancer cells; AID 1794754; 3.9% of 80,000 active
SF-539 = SF-539 CNS cancer; 6.8% of 81,000 active
U251 = U251 CNS tumor cells. AID 1794753. 5.4% of 80,000 active
SF-295 = SF-295 CNS cancer cells. AID 1794758. 5.6% of 79,000 active
DU-145 = DU-145 prostate cancer; 4.2% of 81,000 active; AID 1794760
SF-268 = SF-268 CNS cancer cells; 3.1% of 82,000 active; AID 1794759
SN12C = SN12C renal cancer cells | 3.8% of 81,000 active | AID 1794767
Starred values were filed as active, the others as inactive; x = not tested or not shown; & = joins results of further samples. Rule for the calls: active = growth percent below 10; inactive = the rest.

| no. | canonical_smiles | 786-0 | UO-31 | PC-3 | SF-539 | U251 |
| --- | --- | --- | --- | --- | --- | --- |
| 1 | O=C(Nc1ccccc1)Oc1cccc2cccnc12 | 100 | 68 | 70 | 96 | 71 |
| 2 | CCCC(O)(c1ccccc1)C(c1ccccc1)c1ccccn1 (stereo unspecified) | 101 | 75 | 83 | 96 | 101 |
| 3 | CC(=O)OCCN1CCN(C(C)=O)CC1 | 107 | 100 | 105 | 102 | 100 |
| 4 | COC(=O)c1cc(N=C2NC(=O)/C(=C/c3c(F)c(F)c(F)c(F)c3F)S2)ccc1O | 98 | 90 | 92 | 101 | 94 |
| 5 | CCN(CC)CCN1c2ccccc2Sc2c1ccc1ccccc21 | 64 | 50 | 39 | 85 | 64 |
| 6 | O=C1c2cccc3cccc(c23)C(=O)N1CC#Cc1ccc2c3c(cccc13)C(=O)N(CCO)C2=O | 98 | 57 | 85 | 91 | 93 |
| 7 | O=C(NCCN1CCOCC1)OCc1nc2nc(Cl)nc(N3CCOCC3)c2[nH]1 | 58 | 40 | 24 | -16* | 20 |
| 8 | O=C(CS(=O)(=O)c1ccccc1)Nc1ccc(C(=O)O)cc1 | 101 | 88 | 99 | 101 | 98 |
| 9 | NC(N)=NN=C(c1ccccn1)c1ccccn1 | 104 | 97 | 92 | 103 | 98 |
| 10 | COc1ccc(C2=Nc3c(N)ncnc3NC(c3ccc4c(c3)OCO4)C2)cc1 (stereo unspecified) | 56 | 79 | 77 | 90 | 94 |
| 11 | O=C(N/N=C/c1c(Cl)cccc1Cl)c1ccccc1Nc1cccc(C(F)(F)F)c1 | 102 | 94 | 90 | 75 | 90 |
| 12 | CCOC(=O)c1sc(/N=C2\NC(=O)/C(=C/c3cn(C)c4ccccc34)S2)nc1C | 99 | 81 | 97 | 95 | 107 |
| 13 | CS(=O)(=O)Nc1cc(-c2ccc3ncnc(Nc4ccc(OCc5cccnc5)c(Cl)c4)c3c2)cnc1Cl | 2.1* | 23 | 3.4* | -38* | -34* |
| 14 | Cc1cc(NC(=O)Nc2cc(Cl)ccc2C)no1 | 102 | 96 | x | 94 | 108 |
| 15 | CCOP(=O)(OCC)OC[C@]12CCC(C)(C)C[C@H]1C1=CC[C@@H]3[C@@]4(C)CC[C@H](OP(=O)(OCC)OCC)C(C)(C)[C@@H]4CC[C@@]3(C)[C@]1(C)CC2 | 66 | 34 | 19 | 67 | 49 |

| no. | SF-295 | DU-145 | SF-268 | SN12C |
| --- | --- | --- | --- | --- |
| 1 | 84 | 93 | 88 | 95 |
| 2 | 99 | 113 | 105 | 110 |
| 3 | 72 | 124 | 114 | 100 |
| 4 | 103 | 108 | 96 | 100 |
| 5 | 87 | 75 | 59 | 67 |
| 6 | 99 | 89 | 79 | 91 |
| 7 | 95 | 8.2* | 27 | 29 |
| 8 | 102 | 115 | 103 | 98 |
| 9 | 106 | 104 | 96 | 102 |
| 10 | 118 | 97 | 90 | 102 |
| 11 | 62 | x | 96 | 93 |
| 12 | 97 | 109 | 105 | 107 |
| 13 | -15* | 17 | 15 | 8.2* |
| 14 | 112 | 111 | 100 | 109 |
| 15 | 52 | 83 | 73 | 55 |

The list goes on, starting with the last two of the part before.
| no. | canonical_smiles | 786-0 | UO-31 | PC-3 | SF-539 | U251 |
| --- | --- | --- | --- | --- | --- | --- |
| 14 | Cc1cc(NC(=O)Nc2cc(Cl)ccc2C)no1 | 102 | 96 | x | 94 | 108 |
| 15 | CCOP(=O)(OCC)OC[C@]12CCC(C)(C)C[C@H]1C1=CC[C@@H]3[C@@]4(C)CC[C@H](OP(=O)(OCC)OCC)C(C)(C)[C@@H]4CC[C@@]3(C)[C@]1(C)CC2 | 66 | 34 | 19 | 67 | 49 |
| 16 | Oc1ccc(Br)cc1/C=N/Nc1nc(-c2ccc(Br)cc2)cs1 | 101 | 66 | 90 | 97 | 96 |
| 17 | CC(=O)OC/C=C1/CC[C@H]2[C@@H]3CCC4=CC(=O)CC[C@]4(C)[C@H]3[C@@H](O)C[C@]12C | 112 | 65 | 95 | 99 | 95 |
| 18 | COc1ccc(-c2[nH]nc(N)c2-c2ccccc2)c(O)c1 | 95 | 74 | 97 | 100 | 104 |
| 19 | N=c1c(S(=O)(=O)c2ccccc2)cc2c(=O)n3ccccc3nc2n1Cc1ccco1 | 96 | 75 | 100 | 99 | 96 |
| 20 | COC(=O)C(N)Cc1cnc[nH]1 (stereo unspecified) | 99 | 79 | 90 | 114 | 98 |
| 21 | CC(Br)C(=O)N1CCN(c2cc3c(cc2F)c(=O)c(C(=O)O)cn3C2CC2)CC1 (stereo unspecified) | 84 | 70 | 69 | 89 | 70 |
| 22 | S=C1Nc2ccccc2Nc2ccccc21 | 98 | 89 | 91 | 105 | 96 |
| 23 | O=C1NC(=O)C(Cc2ccc(OCc3ccc(-c4cccc(F)c4)cc3)cc2)S1 (stereo unspecified) | 84 | 59 | 76 | 76 | 80 |
| 24 | CC[C@@H](C(=O)[C@H](C)[C@H](O)[C@@H](C)[C@H]1O[C@H]([C@@H](CC)C(=O)N(CC)CC)CC[C@H]1C)C1O[C@]2(C=C[C@@H](O)[C@]3(CC[C@@](C)([C@H]4CC[C@](O)(CC)[C@H](C)O4)O3)O2)[C@H](C)C[C@@H]1C (stereo partly specified) | 33 | -5.9* | 3.6* | 38 | 24 |
| 25 | O=C1/C(=C/c2cccc(O)c2)Oc2cc(O)ccc21 | 82 | 104 | 103 | 95 | 103 |
| 26 | CCCCCN(CCCCC)CC(O)c1cc(C)c2ccc3cc(C(C)C)ccc3c2c1 (stereo unspecified) | -80* | 52 | 53 | -78* | -87* |
| 27 | O=C1NC(=O)c2c(Br)c(Br)c(Br)c(Br)c21 | 96 | 67&83 | 99&114 | 112&95 | 98&106 |
| 28 | O=[N+]([O-])c1ccc2[nH]cc(-c3c4ccccc4cc4[nH]c5ccc([N+](=O)[O-])cc5c34)c2c1 | 1.4* | 13 | 17 | 44 | x |
| 29 | COc1ncc(-c2ccc3ncnc(Nc4cccc(Cl)c4)c3c2)cc1N(S(C)(=O)=O)S(C)(=O)=O | 79 | 26 | 52 | 76 | 82 |
| 30 | O=C1COC2CCCCC2O1 (stereo unspecified) | 103 | x | 94 | 101 | 106 |

| no. | SF-295 | DU-145 | SF-268 | SN12C |
| --- | --- | --- | --- | --- |
| 14 | 112 | 111 | 100 | 109 |
| 15 | 52 | 83 | 73 | 55 |
| 16 | 93 | 105 | 89 | 85 |
| 17 | 85 | 114 | 104 | 94 |
| 18 | 91 | 113 | 106 | 150 |
| 19 | 102 | 119 | 103 | 100 |
| 20 | 93 | 112 | 86 | 101 |
| 21 | 94 | 82 | 78 | 69 |
| 22 | 100 | 107 | 96 | 101 |
| 23 | 87 | 93 | 83 | 79 |
| 24 | -6.8* | 55 | 42 | 17 |
| 25 | 95 | 109 | 104 | 99 |
| 26 | 103 | -77* | -62* | -53* |
| 27 | 119&122 | 116&115 | 114&116 | 97&102 |
| 28 | 23 | 37 | 34 | 37 |
| 29 | 76 | 55 | 73 | 64 |
| 30 | 174 | 135 | 97 | 99 |

Full records, quoted from the list. Order of values: 786-0 | UO-31 | PC-3 | SF-539 | U251 | SF-295 | DU-145 | SF-268 | SN12C
Shown for `CCCCCN(CCCCC)CC(O)c1cc(C)c2ccc3cc(C(C)C)ccc3c2c1` (stereo unspecified) → -80* | 52 | 53 | -78* | -87* | 103 | -77* | -62* | -53*
Shown for `CC(Br)C(=O)N1CCN(c2cc3c(cc2F)c(=O)c(C(=O)O)cn3C2CC2)CC1` (stereo unspecified) → 84 | 70 | 69 | 89 | 70 | 94 | 82 | 78 | 69
Shown for `O=C1NC(=O)c2c(Br)c(Br)c(Br)c(Br)c21` → 96 | 67&83 | 99&114 | 112&95 | 98&106 | 119&122 | 116&115 | 114&116 | 97&102

Back to the main list; the 2 compounds before the break are reprinted first.
| no. | canonical_smiles | 786-0 | UO-31 | PC-3 | SF-539 | U251 |
| --- | --- | --- | --- | --- | --- | --- |
| 29 | COc1ncc(-c2ccc3ncnc(Nc4cccc(Cl)c4)c3c2)cc1N(S(C)(=O)=O)S(C)(=O)=O | 79 | 26 | 52 | 76 | 82 |
| 30 | O=C1COC2CCCCC2O1 (stereo unspecified) | 103 | x | 94 | 101 | 106 |
| 31 | CC(=O)c1c(-c2ccc(Cl)cc2)nc2cc(C)ccn12 | 104 | 74 | 91 | 93 | 100 |
| 32 | Nc1ccc(OC(=O)Nc2ccc(O)cc2)cc1 | 99 | 90 | 104 | 119 | 94 |
| 33 | COc1ccc(C2CC(c3ccc(S(=O)(=O)NCCNc4nc(Nc5ccc(F)cc5)nc(N(C)C)n4)cc3)=Nc3c(N)nc(N)nc3N2)cc1 (stereo unspecified) | 50 | 86 | 54 | 75 | 64 |
| 34 | CCOS(=O)(=O)C1CCCC1 | 95 | 96 | 95 | 98 | 105 |
| 35 | N=c1ccn(O)cc1CCc1ccccc1 | 94 | 79 | 95 | 94 | 103 |
| 36 | C=CCn1c(SCC(=O)c2ccccc2)nnc1-c1ccc(Cl)cc1 | 99 | 79 | 99 | 97 | 100 |
| 37 | CCOc1ccccc1-c1cc(-c2ccc(F)cc2)c(C#N)c(=O)[nH]1 | 90 | 90 | 96 | 96 | 99 |
| 38 | Nc1ccc(NC(=O)c2ccccc2-c2ccccc2C(=O)O)cc1 | 106 | 94 | 109 | 104 | 106 |
| 39 | CNC(=O)NN | 107 | 72 | 93 | 97 | 95 |
| 40 | CCOC(=O)[C@H]1CCCN1C(=O)[C@@H]1CCCN1C(=O)[C@H](Cc1ccccc1)NC(=S)Nc1ccc(OC)cc1 | 100 | 75 | 55 | 92 | 76 |
| 41 | COc1ccc(C(=NNS(=O)(=O)c2ccc(C)cc2)c2ccc(F)cc2)cc1OC | 96 | 75 | 78 | 103 | 95 |
| 42 | CSc1nc(N)c(CNc2ccccc2)c(=O)n1C | 97 | 68 | x | 89 | 101 |
| 43 | CC12CC[C@@H]3[C@]4(C)COC(c5cn[nH]c5-c5ccc(Br)cc5)O[C@@H]4CC[C@@]3(C)[C@@H]1CC(C1=CCOC1=O)O2 (stereo partly specified) | 62 | 25 | 24 | 70 | 53 |
| 44 | CN(C)c1ccc2c(c1)/C(=N/O)c1ccccc1-2 | 104 | 65 | 72 | 60 | 49 |
| 45 | COc1ccc(/C=C(/C(=O)N2CCNCC2)c2cc(OC)c(OC)c(OC)c2)cc1O | 95 | 90 | 27 | 6.8* | 20 |

| no. | SF-295 | DU-145 | SF-268 | SN12C |
| --- | --- | --- | --- | --- |
| 29 | 76 | 55 | 73 | 64 |
| 30 | 174 | 135 | 97 | 99 |
| 31 | 93 | 102 | 97 | 98 |
| 32 | 114 | 110 | 94 | 106 |
| 33 | 95 | 102 | 74 | 81 |
| 34 | 89 | 111 | 105 | 103 |
| 35 | 109 | 109 | 104 | 101 |
| 36 | 101 | 106 | 99 | 97 |
| 37 | 94 | 112 | 92 | 94 |
| 38 | 114 | 111 | 108 | 101 |
| 39 | 100 | 103 | 111 | 110 |
| 40 | 87 | 100 | 85 | 88 |
| 41 | 80 | 100 | 90 | 98 |
| 42 | 115 | 109 | 105 | 91 |
| 43 | 49 | 70 | 50 | 58 |
| 44 | x | 105 | 78 | 95 |
| 45 | 66 | 27 | 50 | 55 |

Continuation:
| no. | canonical_smiles | 786-0 | UO-31 | PC-3 | SF-539 | U251 |
| --- | --- | --- | --- | --- | --- | --- |
| 46 | CC(C)COC(=O)COc1ccccc1 | 109 | 99 | 96 | x | 102 |
| 47 | CC(=O)c1ccc(N=C=S)cc1 | 102 | 96 | 111 | 100 | 101 |
| 48 | CSc1nc(O)c(-c2ccccc2)c(=O)[nH]1 | 101 | 92 | 97 | 100 | 101 |
| 49 | Nc1nc(SCc2cccc(CCl)c2)c2[nH]cnc2n1 | 92 | 61 | 76 | 81 | 66 |
| 50 | O=C(O)C1=C2C(=O)Nc3cccc(c32)C2(C1)C(=O)Nc1ccccc12 (stereo unspecified) | 112 | 64 | 94 | 116 | 96 |
| 51 | Oc1ccc2ccccc2c1.[Cu+2] | 108 | 53 | 96 | 104 | 109 |
| 52 | Cn1c(=O)[nH]c2nc(-c3ccc(Cl)cc3)ccc2c1=O | 81 | 95 | 101 | 105 | 103 |
| 53 | COC(=O)[C@@H]1CCCN1C(=O)CCCCOc1cc(O)c2c(=O)cc(-c3ccccc3)oc2c1 | 103 | 84 | 104 | 123 | 103 |
| 54 | COc1ccc(C(CC(CCNS(=O)(=O)c2ccc(C)cc2)OC)c2ccc3ccccc3c2)cc1 (stereo unspecified) | 89 | 67 | 53 | 91 | 89 |
| 55 | O=C(O)c1cccnc1Cl | 100 | 84 | 96 | 106 | 96 |
| 56 | COc1ccc(C2Oc3ccccc3C(=O)C2SC(=S)N2CCOCC2)cc1 (stereo unspecified) | 93 | 83 | 84 | 97 | 95 |

| no. | SF-295 | DU-145 | SF-268 | SN12C |
| --- | --- | --- | --- | --- |
| 46 | 100 | 104 | 99 | 99 |
| 47 | 96 | 109 | 107 | 104 |
| 48 | 101 | 107 | 103 | 97 |
| 49 | 90 | 78 | 49 | 89 |
| 50 | 97 | 114 | 117 | 98 |
| 51 | x | 110 | 112 | 104 |
| 52 | 92 | 118 | 117 | 105 |
| 53 | 98 | 107 | 99 | 98 |
| 54 | 88 | 96 | 85 | 99 |
| 55 | 100 | 102 | 106 | 99 |
| 56 | 99 | 98 | 90 | 100 |

An excerpt from above, showing only SN12C:
entry | compound | SN12C
33 | COc1ccc(C2CC(c3ccc(S(=O)(=O)NCCNc4nc(Nc5ccc(F)cc5)nc(N(C)C)n4)cc3)=Nc3c(N)nc(N)nc3N2)cc1 (stereo unspecified) | 81
31 | CC(=O)c1c(-c2ccc(Cl)cc2)nc2cc(C)ccn12 | 98
40 | CCOC(=O)[C@H]1CCCN1C(=O)[C@@H]1CCCN1C(=O)[C@H](Cc1ccccc1)NC(=S)Nc1ccc(OC)cc1 | 88
43 | CC12CC[C@@H]3[C@]4(C)COC(c5cn[nH]c5-c5ccc(Br)cc5)O[C@@H]4CC[C@@]3(C)[C@@H]1CC(C1=CCOC1=O)O2 (stereo partly specified) | 58
